# Source: PubChem BioAssay (Broad Institute)
# NSD2 block: NSD2 (human) methyltransferase inhibition | O96028 | hit rate 0.07% among 44,000 | NSD2-SET H3K36me1 DELFIA fluorescence, biochemical | inhibition, % at 12.5 µM; in the data active = inhibition above about 54%, passing the limit was not always enough;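 note: inhibitors reduce the monomethyl H3K36 fluorescence signal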
# Target sequence (O96028 whole entry, looked up): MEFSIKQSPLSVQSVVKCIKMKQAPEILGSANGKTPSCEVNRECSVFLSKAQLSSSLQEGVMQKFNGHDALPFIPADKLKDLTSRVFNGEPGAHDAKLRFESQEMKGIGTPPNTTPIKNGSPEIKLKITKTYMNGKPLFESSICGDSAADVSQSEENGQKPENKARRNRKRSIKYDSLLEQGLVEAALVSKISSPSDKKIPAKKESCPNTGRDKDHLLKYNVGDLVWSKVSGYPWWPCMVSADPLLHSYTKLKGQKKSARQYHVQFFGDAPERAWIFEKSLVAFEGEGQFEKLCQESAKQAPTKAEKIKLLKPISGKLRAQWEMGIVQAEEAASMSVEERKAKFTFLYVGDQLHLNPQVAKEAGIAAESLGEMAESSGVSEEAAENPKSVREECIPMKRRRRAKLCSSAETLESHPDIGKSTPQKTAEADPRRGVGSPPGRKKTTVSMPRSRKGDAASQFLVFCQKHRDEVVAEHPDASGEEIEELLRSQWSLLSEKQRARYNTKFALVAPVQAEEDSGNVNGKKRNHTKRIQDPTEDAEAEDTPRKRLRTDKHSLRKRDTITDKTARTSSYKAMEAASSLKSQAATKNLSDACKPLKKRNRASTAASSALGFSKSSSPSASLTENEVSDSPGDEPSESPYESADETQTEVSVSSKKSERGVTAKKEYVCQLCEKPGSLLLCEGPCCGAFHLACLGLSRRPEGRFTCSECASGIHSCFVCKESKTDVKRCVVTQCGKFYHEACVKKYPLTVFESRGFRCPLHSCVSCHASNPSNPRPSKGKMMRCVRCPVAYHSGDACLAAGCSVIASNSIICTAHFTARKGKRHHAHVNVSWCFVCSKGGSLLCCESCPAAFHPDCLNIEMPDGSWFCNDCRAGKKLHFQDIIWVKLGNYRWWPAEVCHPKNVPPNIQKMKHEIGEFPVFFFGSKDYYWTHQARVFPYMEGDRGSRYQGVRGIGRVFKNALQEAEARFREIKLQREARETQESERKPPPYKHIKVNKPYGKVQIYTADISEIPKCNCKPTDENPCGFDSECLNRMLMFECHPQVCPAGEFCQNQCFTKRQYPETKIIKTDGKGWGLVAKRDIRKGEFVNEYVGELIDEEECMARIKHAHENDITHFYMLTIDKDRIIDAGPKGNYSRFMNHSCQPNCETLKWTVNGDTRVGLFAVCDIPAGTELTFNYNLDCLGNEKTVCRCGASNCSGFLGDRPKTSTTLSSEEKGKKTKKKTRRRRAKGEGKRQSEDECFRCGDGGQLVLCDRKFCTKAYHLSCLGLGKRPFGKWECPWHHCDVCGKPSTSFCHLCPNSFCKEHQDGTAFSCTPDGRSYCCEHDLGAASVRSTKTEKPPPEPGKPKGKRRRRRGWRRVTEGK
# The depositor's hits bear a star.
compound,NSD2 block
C[C@@H]1CN([C@@H](C)CO)C(=O)c2cccc(NC(=O)Nc3ccc(C(F)(F)F)cc3)c2O[C@H]1CN(C)Cc1ccc(Oc2ccccc2)cc1,-2.2
CC1(C)CC[C@]2(C(=O)O[C@@H]3O[C@H](CO)[C@@H](O)[C@H](O)[C@H]3O)CC[C@]3(C)C(=CCC4[C@@]5(C)CC[C@H](O[C@@H]6O[C@H](C(=O)O)[C@@H](O[C@@H]7O[C@H](CO)[C@@H](O)[C@H](O)[C@H]7O)[C@H](O)[C@H]6O[C@@H]6O[C@H](CO)[C@@H](O)[C@H](O)[C@H]6O)C(C)(C)C5CC[C@]43C)C2C1 (stereo not given in full),-4.9
CC(=O)N(C)C[C@H]1Oc2cc(C#Cc3cccnc3)ccc2S(=O)(=O)N([C@@H](C)CO)C[C@H]1C,-4.2
C[C@@H]1CN([C@H](C)CO)C(=O)Cc2cc(NS(=O)(=O)c3ccc(Cl)cc3)ccc2O[C@@H]1CN(C)Cc1ccncc1,10.1
COc1ccc(-c2cnc3c(c2)C(=O)N([C@H](C)CO)C[C@H](C)[C@H](CN(C)S(=O)(=O)c2ccccc2)O3)cc1,1.5
C[C@@H]1CN([C@H](C)CO)S(=O)(=O)c2ccc(C3=CCCC3)cc2O[C@H]1CN(C)Cc1ccccc1F,11.2
C[C@H](CO)N1C[C@H](C)[C@H](CN(C)S(=O)(=O)c2ccc3c(c2)OCCCO3)OCc2cnnn2CCCC1=O,2.7
Cc1nn(Cc2c(Cl)cccc2Cl)c(C)c1NC(=O)c1noc2c1CC(C(C)(C)C)CC2 (stereo not given),-5.7

# The listing continues.
compound,NSD2 block
COc1ccc(NC(=O)Nc2ccc3c(c2)C(=O)N([C@@H](C)CO)C[C@H](C)[C@H](CN(C)C(=O)Nc2ccc(C(F)(F)F)cc2)O3)cc1,-8.3
O=C(O)C[C@@H]1CC[C@H](NC(=O)c2ccccc2F)[C@@H](CO)O1,-4.5
C[C@@H]1CN([C@@H](C)CO)C(=O)c2cc(NC(=O)Cn3cnnn3)ccc2O[C@H]1CN(C)Cc1ccncc1,2.0
COc1ccc(CN(C)C[C@@H]2Oc3c(NC(=O)CCCCCC(=O)Nc4ccccc4N)cccc3C(=O)N([C@H](C)CO)C[C@H]2C)cc1,-3.0
O=C(/C=C/CCc1ccccc1)CCc1ccccc1,-5.1
Cc1noc(C)c1S(=O)(=O)N(C)C[C@@H]1Oc2c(NC(=O)c3cnccn3)cccc2C(=O)N([C@H](C)CO)C[C@@H]1C,-1.3
C[C@@H]1CN([C@H](C)CO)C(=O)c2cc(NC(=O)Cc3cn(C)c4ccccc34)ccc2O[C@@H]1CN(C)C,-0.1
CN(C)CC(=O)Nc1ccc2c(c1)[C@H]1C[C@H](CC(=O)NCCN3CCCCC3)O[C@H](CO)[C@H]1O2,5.8

# Later entries.
compound,NSD2 block
C[C@H](CO)N1C[C@H](C)[C@H](CN(C)S(=O)(=O)c2ccccc2)OCCCC[C@H](C)Oc2ccc(NC(=O)c3ccccc3)cc2C1=O,-1.2
CC1=CC(=O)CC2C1(C)CCC(C)C2(C)CC/C(C)=C\C(=O)O (stereo not given),-6.4
C[C@@H]1CN([C@H](C)CO)S(=O)(=O)c2ccc(-c3ccncc3)cc2O[C@H]1CN(C)C(=O)c1cccc(F)c1,-7.7
C[C@@H]1CN([C@H](C)CO)C(=O)c2cc(NS(=O)(=O)c3ccc(F)cc3)ccc2O[C@@H](C)CCCCO[C@@H]1CN(C)S(=O)(=O)c1ccc(Cl)cc1,0.2
Cc1ccc(S(=O)(=O)N(C)C[C@@H]2OCCCC[C@@H](C)Oc3ccc(NS(=O)(=O)c4cn(C)cn4)cc3C(=O)N([C@H](C)CO)C[C@@H]2C)cc1,6.2
C[C@@H]1CCCCO[C@@H](CN(C)C(=O)Cc2ccccc2)[C@H](C)CN([C@@H](C)CO)C(=O)c2cc(N(C)C)ccc2O1,8.9
C[C@H](CO)N1C[C@H](C)[C@H](CN(C)CC2CC2)Oc2ncc(-c3ccc(C#N)cc3)cc2C1=O,6.4
C[C@H](CO)N1C[C@H](C)[C@H](CN(C)Cc2cccc(F)c2)Oc2ncc(-c3ccccc3F)cc2C1=O,-2.6

# The listing continues:
compound,NSD2 block
C[C@H]1CCCCO[C@@H](CN(C)S(=O)(=O)c2cccs2)[C@@H](C)CN([C@@H](C)CO)C(=O)c2cc(NC(=O)C3CCCCC3)ccc2O1,-0.2
COc1ccc(CN(C)C[C@@H]2OCCCC[C@H](C)Oc3ccc(NS(=O)(=O)c4ccc(F)cc4)cc3C(=O)N([C@@H](C)CO)C[C@@H]2C)cc1,16.9
C[C@@H]1CN([C@H](C)CO)C(=O)Cc2cc(NC(=O)CCCCCC(=O)Nc3ccccc3N)ccc2O[C@H]1CN(C)Cc1ccncc1,-3.8
COc1ccc(S(=O)(=O)Nc2ccc3c(c2)C(=O)N([C@H](C)CO)C[C@H](C)[C@H](CN(C)Cc2ccc(-c4ccccc4)cc2)O3)cc1,0.9
C[C@@H]1CCCCO[C@H](CN(C)C(=O)Nc2ccc3c(c2)OCO3)[C@@H](C)CN([C@@H](C)CO)C(=O)c2cc(NC(=O)CCCN(C)C)ccc2O1,-1.1
O=C(N/N=C/c1ccc(O)cc1Br)c1ccccn1,-5.5
Cc1ccc(S(=O)(=O)N(C)C[C@@H]2Oc3ccc(NC(=O)CCCCCC(=O)Nc4ccccc4N)cc3CC(=O)N([C@H](C)CO)C[C@H]2C)cc1,-1.1
CC(=O)N(C)C[C@H]1Oc2cc(-c3ccc(C#N)cc3)ccc2S(=O)(=O)N([C@@H](C)CO)C[C@@H]1C,3.4

# Further records follow.
compound,NSD2 block
CO[C@H](CN(C)C(=O)c1cnccn1)[C@H](C)CN([C@H](C)CO)S(=O)(=O)c1ccc(F)cc1,3.9
C[C@H]1CN([C@@H](C)CO)C(=O)Cc2cc(NC(=O)Nc3ccc(F)cc3)ccc2O[C@@H]1CN(C)Cc1ccc(Cl)c(Cl)c1,14.1
O=C(N/N=C/c1ccc(-c2ccccc2)c(F)c1)c1ccccn1,3.2
C[C@@H]1CN([C@H](C)CO)C(=O)c2cc(NC(=O)NC3CCCCC3)ccc2O[C@@H]1CN(C)C(=O)Nc1ccccc1,8.6
O=C(C[C@H]1C=C[C@@H](NC(=O)c2cccnc2)[C@@H](CO)O1)NCCN1CCCCC1,-1.2
CN(C)C(=O)C[C@H]1C[C@H]2c3cc(NC(=O)C4CCOCC4)ccc3O[C@H]2[C@@H](CO)O1,2.1
COc1ccc([C@H]2C=C(C(=O)NCc3ccccc3)O[C@@H](OCc3ccc(CO)cc3)C2)cc1,1.3
C[C@H]1CN([C@@H](C)CO)S(=O)(=O)c2ccc(C#Cc3cccc(F)c3)cc2O[C@H]1CN(C)CC1CC1,42.4

# Exported field by field: entries from further up.
compound: CN(C)C(=O)C[C@H]1C[C@H]2c3cc(NC(=O)C4CCOCC4)ccc3O[C@H]2[C@@H](CO)O1
  NSD2 block = 2.1
compound: C[C@H]1CN([C@@H](C)CO)C(=O)Cc2cc(NC(=O)Nc3ccc(F)cc3)ccc2O[C@@H]1CN(C)Cc1ccc(Cl)c(Cl)c1
  NSD2 block = 14.1
compound: CO[C@H](CN(C)C(=O)c1cnccn1)[C@H](C)CN([C@H](C)CO)S(=O)(=O)c1ccc(F)cc1
  NSD2 block = 3.9
compound: O=C(N/N=C/c1ccc(-c2ccccc2)c(F)c1)c1ccccn1
  NSD2 block = 3.2

# Later entries.
compound,NSD2 block
Cc1ccc(S(=O)(=O)Nc2ccc3c(c2)CC(=O)N([C@H](C)CO)C[C@@H](C)[C@H](CN(C)Cc2ccncc2)O3)cc1,0.8
Cc1ccc(S(=O)(=O)N(C)C[C@@H]2OCCCC[C@H](C)Oc3ccc(NS(=O)(=O)c4ccc(Cl)cc4)cc3C(=O)N([C@@H](C)CO)C[C@@H]2C)cc1,4.0
C[C@@H]1CN([C@@H](C)CO)C(=O)c2cc(NC(=O)Cc3ccccc3)ccc2O[C@@H](C)CCCCO[C@@H]1CN(C)Cc1ccccc1,-3.5
Cc1noc(C)c1NC(=O)Nc1ccc2c(c1)C(=O)N([C@H](C)CO)C[C@@H](C)[C@@H](CN(C)C(=O)Nc1ccc(C(F)(F)F)cc1)O2,2.0
C[C@@H]1CN([C@H](C)CO)C(=O)Cc2cc(NC(=O)Nc3ccc4c(c3)OCO4)ccc2O[C@H]1CN(C)C(=O)Nc1cccc2ccccc12,3.0
O=C(NCCN1CCOCC1)[C@@]1(CCS(=O)(=O)c2ccccc2)COC(c2ccc(OCCCO)cc2)=N1,9.1
C[C@H]1CN([C@@H](C)CO)C(=O)Cc2cc(NC(=O)CCC(F)(F)F)ccc2O[C@H]1CN(C)Cc1ccc(Cl)c(Cl)c1,-5.5
Cc1ccccc1CN(C)C[C@@H]1OCc2cnnn2CCCC(=O)N([C@H](C)CO)C[C@H]1C,3.3

# Four entries drawn at random from those above, as already listed:
compound,NSD2 block
O=C(N/N=C/c1ccc(-c2ccccc2)c(F)c1)c1ccccn1,3.2
C[C@@H]1CN([C@@H](C)CO)C(=O)c2cccc(NC(=O)Nc3ccc(C(F)(F)F)cc3)c2O[C@H]1CN(C)Cc1ccc(Oc2ccccc2)cc1,-2.2
CN(C)CC(=O)Nc1ccc2c(c1)[C@H]1C[C@H](CC(=O)NCCN3CCCCC3)O[C@H](CO)[C@H]1O2,5.8
C[C@@H]1CN([C@H](C)CO)C(=O)Cc2cc(NC(=O)Nc3ccc4c(c3)OCO4)ccc2O[C@H]1CN(C)C(=O)Nc1cccc2ccccc12,3.0

# (listing goes on)
compound,NSD2 block
C[C@@H]1CN([C@@H](C)CO)C(=O)c2cc(NC(=O)Nc3cccc4ccccc34)ccc2O[C@@H]1CN(C)Cc1ccc(Cl)c(Cl)c1,1.1
O=C(O)CCCCCCC(=O)N/N=C/c1cc(Br)cs1,-2.2
C[C@H](CO)N1C[C@H](C)[C@@H](CN(C)S(=O)(=O)c2ccccc2F)Oc2cc(C#Cc3cccc(F)c3)ccc2S1(=O)=O,0.3
CCCN(C)C[C@H]1Oc2ncc(-c3ccccc3)cc2C(=O)N([C@H](C)CO)C[C@H]1C,0.3
O=C(O)CC/C=C\CC[C@@H]1[C@@H](N2CCCCC2)[C@@H](O)C[C@@H]1OCc1ccc(-c2ccccc2)cc1,0.6
Cc1noc(C)c1NC(=O)Nc1ccc2c(c1)CC(=O)N([C@H](C)CO)C[C@@H](C)[C@@H](CN(C)Cc1ccc(-c3ccccc3)cc1)O2,-0.8
C[C@@H]1CN([C@@H](C)CO)C(=O)c2ccccc2-c2ccccc2CO[C@@H]1CN(C)Cc1ccc2c(c1)OCO2,-3.5
C[C@@H]1CN([C@H](C)CO)C(=O)c2cccc(NS(C)(=O)=O)c2O[C@@H]1CN(C)Cc1ccc(-c2ccccc2)cc1,-2.9

# (continued)
compound,NSD2 block
COc1ccc(S(=O)(=O)N(C)C[C@H]2Oc3ccc(NC(=O)Nc4ccc(C(F)(F)F)cc4)cc3CC(=O)N([C@H](C)CO)C[C@H]2C)cc1,-1.2
C[C@H]1CN([C@@H](C)CO)C(=O)c2cc(NS(=O)(=O)c3ccc(Cl)cc3)ccc2O[C@H]1CN(C)Cc1ccc(C(F)(F)F)cc1,-9.0
Cc1noc(C)c1NC(=O)Nc1cccc2c1O[C@H](CN(C)Cc1ccccc1)[C@@H](C)CN([C@H](C)CO)C2=O,1.1
CC(=O)N(C)C[C@H]1Oc2ncc(-c3cccc(C#N)c3)cc2C(=O)N([C@H](C)CO)C[C@H]1C,-1.2
C[C@@H]1CN([C@H](C)CO)C(=O)c2cccc(NS(=O)(=O)c3cccs3)c2O[C@@H]1CN(C)CC1CCCCC1,3.8
CCCC#Cc1cnc2c(c1)C(=O)N([C@@H](C)CO)C[C@@H](C)[C@@H](CN(C)C(=O)C1CCC1)O2,2.8
C[C@@H]1CN([C@H](C)CO)C(=O)Cc2cc(NC(=O)CCN3CCOCC3)ccc2O[C@@H]1CN(C)C,-0.2
CC(=O)O[C@H]1CC[C@H](C)[C@@]2(C)[C@H](OC(C)=O)c3c(C)coc3C(=O)[C@H]12,-1.4

# Continued.
compound,NSD2 block
C[C@@H]1CN([C@@H](C)CO)C(=O)c2cc(-c3ccccc3)cnc2O[C@H]1CN(C)Cc1cccnc1,14.9
Cc1ccc(S(=O)(=O)Nc2cccc3c2O[C@@H](CN(C)Cc2ccc(-c4ccccc4)cc2)[C@@H](C)CN([C@H](C)CO)C3=O)cc1,-2.2
C[C@@H]1CN([C@@H](C)CO)S(=O)(=O)c2ccc(C#Cc3ccccc3)cc2O[C@@H]1CN(C)S(=O)(=O)c1ccccc1F,-7.0
CNC[C@@H]1Oc2cc(C#Cc3cccc(OC)c3)ccc2S(=O)(=O)N([C@@H](C)CO)C[C@@H]1C,27.7
C[C@H](CO)N1C[C@H](C)[C@@H](CN(C)S(=O)(=O)c2ccccc2)Oc2ccc(NC(=O)NC3CCCCC3)cc2CC1=O,6.3
Cc1noc(C)c1NC(=O)N(C)C[C@H]1Oc2c(NC(=O)c3ccc(-c4nccs4)cc3)cccc2C(=O)N([C@H](C)CO)C[C@@H]1C,1.4
C[C@@H]1CN([C@@H](C)CO)C(=O)c2cccc(NC(=O)C3CCCCC3)c2O[C@H]1CN(C)S(=O)(=O)c1ccc(F)cc1,0.6
Cc1noc(C)c1S(=O)(=O)N(C)C[C@@H]1Oc2ccc(NC(=O)NC(C)C)cc2CC(=O)N([C@H](C)CO)C[C@@H]1C,1.2

# The results go on.
compound,NSD2 block
COc1ccc(NC(=O)N(C)C[C@@H]2OCCCC[C@H](C)Oc3ccc(NC(=O)Cc4ccccc4)cc3C(=O)N([C@H](C)CO)C[C@@H]2C)cc1,-6.7
O=C(Nc1ccc(F)cc1)Nc1ccc2c(c1)[C@H]1C[C@@H](CC(=O)N3CCOCC3)O[C@H](CO)[C@H]1O2,-1.5
C[C@H](CO)N1C[C@H](C)[C@@H](CN(C)Cc2ccc(C(F)(F)F)cc2)Oc2ccc(NC(=O)Nc3ccccc3)cc2CC1=O,-0.1
C[C@@H]1CCCCO[C@@H](CN(C)C(=O)Cc2ccccc2)[C@@H](C)CN([C@@H](C)CO)C(=O)c2cc(NC(=O)Nc3ccc(C(F)(F)F)cc3)ccc2O1,-3.0

# An excerpt (hit frequency here may not be typical).
